Pf gamet viab: P. falciparum stage V gametocyte viability inhibition | P. falciparum stage V gametocytes, ATP luminescence, 24 h | inhibition, % at 10.9 µM | 0.065% of 150,000 active;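 active = inhibition above the mean plus 3 SD of compounds within the control limits, set per campaign, cut at about 38% in these data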;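 note: 0% = DMSO wells and 100% = medium only without gametocytes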
Numbers without * were called inactive. These rows are one share of the data; count on the stated rates, not on these rows.

Start of the data: the first 7 compounds, ahead of the listing:
SMILES	Pf gamet viab
CC(C)(C)c1nc(-c2ccccc2)nc2c1OCCC2	-14
CCN1CCN(C(C)CCc2ccccc2)CC1 (stereo not drawn)	9
CCCCc1ccc(N=N/C(C(=O)Nc2ccc(NC(C)=O)cc2OC)=C(/C)O)cc1	6
O=C(C[C@@H]1C/C=C/CCCC(=O)O[C@H](c2ccccc2)CNC1=O)N[C@H](CO)Cc1ccccc1	-20
Nc1ccn(CC(=O)NCc2ccccn2)c(=O)n1	5
CCOC(=O)CCC(=O)Nc1ccc(S(=O)(=O)N2CCc3ccccc32)cc1	16
CN(C)C(=O)[C@H]1C[C@H]1[C@@H](O)[C@H](CO)NC(=O)[C@H](COCc1ccccc1)NC(=O)OC(C)(C)C	-17

The list itself, repeating the preview:
SMILES	Pf gamet viab
CC(C)(C)c1nc(-c2ccccc2)nc2c1OCCC2	-14
CCN1CCN(C(C)CCc2ccccc2)CC1 (stereo not drawn)	9
CCCCc1ccc(N=N/C(C(=O)Nc2ccc(NC(C)=O)cc2OC)=C(/C)O)cc1	6
O=C(C[C@@H]1C/C=C/CCCC(=O)O[C@H](c2ccccc2)CNC1=O)N[C@H](CO)Cc1ccccc1	-20
Nc1ccn(CC(=O)NCc2ccccn2)c(=O)n1	5
CCOC(=O)CCC(=O)Nc1ccc(S(=O)(=O)N2CCc3ccccc32)cc1	16
CN(C)C(=O)[C@H]1C[C@H]1[C@@H](O)[C@H](CO)NC(=O)[C@H](COCc1ccccc1)NC(=O)OC(C)(C)C	-17
Cc1cc(C)nc(NS(=O)(=O)c2ccc(NC(=O)c3ccc(S(=O)(=O)N(C)C)cc3)cc2)n1	-18
CCOC(=O)c1cn(Cc2ccccc2)nc1-c1ccccc1	-26
CC(CN)(NS(=O)(=O)c1ccccc1)c1ccccc1 (stereo not drawn)	3
Cc1ccc(C(=O)Nc2cccc3ccccc23)o1	5
COC(=O)C1=C(C)N(Cc2ccccc2)C(=NCCc2ccccn2)N[C@H]1c1cccc(F)c1	-1
COc1ccc(C2NC(=O)NC(C)=C2C(=O)OC2CCC(C)CC2)cc1 (stereo not drawn)	-11
COC(=O)C1=C(C)N(Cc2ccccc2)C(=NCc2ccccc2)N[C@H]1c1ccccc1	3
Cc1cccc(NS(=O)(=O)c2ccc([N+](=O)[O-])cc2)n1	-14
CC(C)N1CCN(S(=O)(=O)c2ccccc2)CC1	4
CCN(CC)C(=O)n1nc(C)c(CN2C(=O)c3ccccc3C2=O)c1C	-4
O=C(NCC1CCCO1)c1ccc(NC(=O)c2cccc([N+](=O)[O-])c2)cc1 (stereo not drawn)	-6
CCOc1ccc(NC(=O)C(CC(=O)O)Cc2ccc(C)cc2)cc1 (stereo not drawn)	8
CC(C)(C)OC(=O)CC12CCCCC1NC(=O)O2 (stereo not drawn)	-39
COc1ccccc1CN1CCN(C(=O)c2cccc3ccccc23)CC1	10
OCC[C@H]1C[C@@H](O)[C@H](O)[C@]2(CCc3ccccc3CO2)O1	-12
C[C@H]1CN=C(N(C)C)N1CCCC1CCCCC1	-17
COc1ccc(Br)cc1/C=N/NC(=O)c1cccnc1	6
O=C(Nc1ccccc1C(F)(F)F)c1cnccn1	22

Some of these compounds in order of count of non-hydrogen atoms, smallest number first.
SMILES	Pf gamet viab
CC(C)N1CCN(S(=O)(=O)c2ccccc2)CC1	4
COc1ccc(C2NC(=O)NC(C)=C2C(=O)OC2CCC(C)CC2)cc1 (stereo not drawn)	-11
COc1ccccc1CN1CCN(C(=O)c2cccc3ccccc23)CC1	10
COC(=O)C1=C(C)N(Cc2ccccc2)C(=NCCc2ccccn2)N[C@H]1c1cccc(F)c1	-1

(more compounds)
SMILES	Pf gamet viab
C[C@@H]1COC(=O)[C@@H](Cc2ccc(F)cc2)C/C=C\C[C@@H](CC(=O)N[C@H](CO)Cc2ccccc2)C(=O)N1	22
O=C(Nc1cc(Cl)ccc1O)C1CC(c2ccccc2O)=NO1 (stereo not drawn)	8
NC(=O)CCCn1c(C(=O)c2cc(Cl)c(N)c(Cl)c2)c2ccc([N+](=O)[O-])cc2[n+]1[O-]	21
CCOc1ccc(N/C(N)=N/c2nc(C)cc(C)n2)cc1	5
O=C(C[C@H]1C/C=C\CCCC(=O)OC[C@H]2CCCN2C1=O)NCCO	-10
COc1ccc(S(=O)(=O)NCC2CCCN(C(=O)CSC)C2)cc1 (stereo not drawn)	-12
COc1cc2sc3ccc(-c4ccc(N(C)C)nc4)cc3c(=O)c2cc1OC	15
COc1ccc(CCNC(=O)CCCCC(=O)NCCc2ccc(OC)c(OC)c2)cc1OC	20
O=C(NC(=S)NNC(=O)c1ccccc1[N+](=O)[O-])c1ccc(Br)cc1	-16
Cc1cc(OCCOCCNCc2ccccc2)ccc1C(C)C	18
COc1ccc2c(C#CCCO)c(-c3ccc(S(C)(=O)=O)cc3)sc2c1	29
CC(C(=O)c1ccc(Br)cc1)[n+]1cccc2ccccc21 (stereo not drawn)	6
COc1cc2cc(CCCOC(=O)c3ccco3)oc(=O)c2cc1OC	-3
CCCCCCSc1ccc([C@H]2N[C@@](C)(C(=O)OC)[C@H]3C(=O)N(CC)C(=O)[C@@H]23)cc1	-44
COc1ccc(NC(=S)NC2CCCC2)c(OC)c1	-8
COC(=O)c1ccc(C(NC(=O)OCc2ccccc2)/C(F)=C/[C@@H](C)C(=O)O)cc1 (stereo partly drawn)	-42
CN(C(=O)c1cc([N+](=O)[O-])ccc1NCc1cccnc1)c1ccccc1	-5
COc1ccc(OC)c(Nc2ncnc3ccc(Br)cc23)c1	-1
C=CCNc1nc2ccccc2nc1NS(=O)(=O)c1ccc(Cl)cc1	-6
c1ccc(-c2nnnn2-c2ccccc2)cc1	-1
COc1ccc(C#Cc2ccc3c(c2)c(=O)c2ccccc2n3C)cc1	19
C=CCN(CC=C)C(=O)c1cccc(OC2CCN(S(=O)(=O)N(C)C)CC2)c1	-41
COc1cccc(NC(=O)c2nn(C)c(C(=O)Nc3cccc(OC)c3)c2[N+](=O)[O-])c1	-19
O=[N+]([O-])c1ccc(/C=N/Nc2ncccc2[N+](=O)[O-])s1	7
COc1ccc(C(=O)NC2CCN(CC(=O)Nc3c(C)cccc3C)CC2)cc1OC	7

Structural class, the compounds so far with a COOH group
SMILES	Pf gamet viab
CCOc1ccc(NC(=O)C(CC(=O)O)Cc2ccc(C)cc2)cc1 (stereo not drawn)	8
COC(=O)c1ccc(C(NC(=O)OCc2ccccc2)/C(F)=C/[C@@H](C)C(=O)O)cc1 (stereo partly drawn)	-42

Next structures follow.
SMILES	Pf gamet viab
C(=N\Nc1cc(N2CCCCC2)ncn1)/c1ccco1	-8
COc1cccc(-c2ncc3ccccc3c2CO)c1	9
Cc1noc(NS(=O)(=O)c2ccc(NC(=O)C(C)C)cc2)c1C	4
COCCNC(=O)c1onc(CSc2ccccn2)c1C(=O)NCCOC	-9
O=C(CCc1ccccc1)N1CCCC1	8
O=S(=O)(NCC1CCCO1)c1ccccc1 (stereo not drawn)	4
CCN1C(=O)[C@@H]2[C@H](C1=O)[C@@H]1C(=O)Nc3ccccc3C(=O)N1[C@@H]2c1ccc(Br)cc1	18
Cc1nc2ncnn2c(Nc2ccc3c(c2)OCCO3)c1C	-1
C[C@H](CO)N1C[C@H](C)[C@@H](CN(C)Cc2ccc3c(c2)OCO3)Oc2c(NC(=O)Cc3ccccc3)cccc2C1=O	-8
Cc1cc(C)[n+](Cc2ccccc2)cc1C(N)=O	14
C=C(C)CNC(=O)c1ccc(OC2CCN(C(=O)COC)CC2)cc1	-6
CC(C)CNC(=S)N(CCCO)Cc1cc2cc3c(cc2[nH]c1=O)OCO3	5
COc1cccc(NC(=O)CCc2ccccc2)c1	12
Cc1ccc(O)c(CNc2nccs2)c1	10
Cc1ccc(S(=O)(=O)N2CCN(S(C)(=O)=O)CC2)cc1	-21
O=C(O)C(Oc1ccc2ccccc2c1)c1ccccc1 (stereo not drawn)	-7
COc1ccc(Nc2nc(N3CCOCC3)nc(N3CCOCC3)n2)c(OC)c1	13
OCC1(Cc2ccc(F)cc2)CCCN(CCc2ccccc2)C1 (stereo not drawn)	3
COC(=O)C1=CN(Cc2ccc(OC)c(OC)c2)C=C(C(=O)OC)C1c1cccc(O)c1	1
CCn1c(SCC(=O)N2c3ccccc3Sc3ccccc32)nc2c1c(=O)n(C)c(=O)n2C	3
COc1ccc(CNC(=S)Nc2cccc(Cl)c2)cc1	-2
O=S(=O)(Nc1ncccn1)c1ccc(Cl)cc1	2
Cc1c2ccccc2nc2ccccc12	3
CC1CC(C)CN(CCC(=O)Nc2ccc(Br)cc2)C1 (stereo not drawn)	-11
CCOc1ccc(/C(O)=C2\C(=O)C(=O)N(CCN(C)C)C2c2cc(OC)ccc2OC)cc1Cl (stereo not drawn)	-7
Going on with the list:
SMILES	Pf gamet viab
COc1ccc(CCNC(=O)c2ccccc2C(=O)NCCc2ccc(OC)c(OC)c2)cc1OC	-15
CC(=O)c1cccc(NC(=O)c2cnccn2)c1	-23
Cc1ccc(CN2CCCN(C)CC2)c(C)c1	-44
N#CC(C#N)=CN=c1ccn(Cc2ccc(Cl)cc2Cl)cc1	-24
Cc1ccc(NC(=O)c2ccc(Br)o2)c([N+](=O)[O-])c1	-4
CC(=O)OCC1OC(OCc2cn(C[C@H]3CC[C@@H]([C@@H]4CC[C@H](Cn5cc(COC6OC(COC(C)=O)C(OC(C)=O)C(OC(C)=O)C6OC(C)=O)nn5)O4)O3)nn2)C(OC(C)=O)C(OC(C)=O)C1OC(C)=O (stereo partly drawn)	-8
Cc1ccc(CSCC(=O)Nc2ccccc2C(=O)O)cc1	-3
N#CCSc1nc(-c2ccccc2)nc2ccc(F)cc12	-9
COc1ccc(C2C(=O)c3ccccc3C2=Nc2ccc(Br)cc2)cc1 (stereo not drawn)	-18
CCCOc1ccc(/C=C/C(=O)NC2CCCCC2)cc1OC	30
O=C(NCCc1ccccc1)c1c[nH]c2c(F)cccc2c1=O	2
COCC(=O)N(Cc1cc2cc(C)ccc2[nH]c1=O)c1ccccc1	-15
CN(C)C(=O)CSc1nc2ccc(C(=O)c3ccccc3)cc2[nH]1	10
COC(=O)C1(C)NC(c2ccccc2F)C2C(=O)N(c3ccccc3)C(=O)C21 (stereo not drawn)	-34
O=C(c1cccc(Br)c1)N1CCN(c2ccccn2)CC1	16
CCCCCCSc1ccc([C@@H]2[C@H]3C(=O)N(CC)C(=O)[C@H]3[C@]3(C(=O)OC)CCCN23)cc1	-5
Cc1cccc(OCC(=O)Nc2cc(NC(=O)COc3cccc(C)c3)cc(C(=O)O)c2)c1	5
NNC(=O)c1n[nH]c2c1CC(C1CCCCC1)CC2 (stereo not drawn)	4
CON(C)C(=O)/C=C/CCCCNC(=O)OC(C)(C)C	10
COC(=O)C1=CN(Cc2ccc(F)cc2)C=C(C(=O)OC)C1c1ccc(O)c(OC)c1	-6
NC(=O)CC(NC(=O)c1ccccc1)c1ccc(N2CCN(c3ccc(F)cc3)CC2)c([N+](=O)[O-])c1 (stereo not drawn)	-47
O=C(CN1CCN(c2cccc(Cl)c2)CC1)NCc1ccccc1	-5
COC(=O)C1(CC2CC(c3ccncc3)=NO2)CCN(C(=O)OC(C)(C)C)CC1 (stereo not drawn)	-22
COCCN(CCOC)c1nc(-c2ccccc2)nc2ccccc12	8
Cn1c(C(=O)N2CCN(c3ccccc3)CC2)cc2cc(Cl)ccc21	-5

In the list so far, four contain a furan ring, fused or not.
SMILES	Pf gamet viab
Cc1ccc(C(=O)Nc2cccc3ccccc23)o1	5
COc1cc2cc(CCCOC(=O)c3ccco3)oc(=O)c2cc1OC	-3
C(=N\Nc1cc(N2CCCCC2)ncn1)/c1ccco1	-8
Cc1ccc(NC(=O)c2ccc(Br)o2)c([N+](=O)[O-])c1	-4

Remaining list, next part.
SMILES	Pf gamet viab
NS(=O)(=O)c1ccc(CCNC(=O)c2ccc(-c3ccccc3)cc2)cc1	13
CN(C)/C(=N\S(=O)(=O)c1ccc(Br)cc1)c1ccccc1	20
CC(C)NC(=O)N(C)C[C@H]1Oc2ccc(NS(=O)(=O)c3cn(C)cn3)cc2C(=O)N([C@H](C)CO)C[C@@H]1C	11
CCc1c(C2(O)CCCCC2)[nH]c2c(C(=O)OC)cc(Cl)cc12	2
O=C(NNS(=O)(=O)c1ccc(F)cc1)c1ccc([N+](=O)[O-])cc1Cl	12
CCN1C(=O)[C@H]2[C@@H](c3ccc(C)cc3)N3C(=O)N(c4ccccc4)C(=O)[C@@]3(Cc3ccccc3)[C@H]2C1=O	6
Oc1ccc(C[C@H]2CNCCN2CCc2cccc3ccccc23)cc1	-12
COc1ccccc1-c1coc2c(CN3CCCCC3C)c(O)ccc2c1=O (stereo not drawn)	2
CS(=O)(=O)N1CCC(C(=O)Nc2ccccc2Br)CC1	3
COc1ccccc1OCc1ccc(C(=O)N(C)c2ccccc2)o1	4
OC(COc1ccccc1)CN(Cc1ccccc1)CC(O)COc1ccccc1 (stereo not drawn)	11
CCOC(=O)c1ccc2[nH]c(C)c(CN3CCN(C)CC3)c(=O)c2c1	1
COc1ccc(-c2ccc3c(c2)S(=O)(=O)c2cccc(C(=O)NC4CC4)c2C3=O)cc1OC	17
COc1ccc(C(=O)NCCCN(C)CCCNC(=O)c2ccc(OC)cc2)cc1	-7
COc1ccc(Cl)cc1CNCCCSc1ncccn1	1
COc1ccc(-c2noc(CN(C)Cc3ccccc3)n2)cc1	5
Cc1ccc(Br)cc1S(=O)(=O)Nc1cccnc1	-4
O=C1N[C@H](Cc2c[nH]c3ccccc23)COC(=O)[C@H](Cc2ccc(F)cc2)C/C=C\C[C@H]1CC(=O)N(CCO)Cc1ccccc1	1
COc1ccccc1CC(=O)c1ccc(OCc2ccccc2)cc1	-33
COc1cc(F)cc(-c2ccc3c(c2)c(-c2cccs2)c(-c2cc(OC)cc(OC)c2)n3C)c1	1
CCn1c(=O)c2c3c(sc2n2c(SCc4ccc(F)cc4)nnc12)CCCC3	-4
Cc1nc2ccccc2c(=O)n1Cc1ccc([N+](=O)[O-])cc1	-36
C#CCCOC(=O)N1C2=NC(C(=O)OC)=C(C(=O)OC)[C@@H]3N(C)c4ccc(OC)cc4[C@]23C[C@H]1C(=O)OC	-11
CC(=O)Oc1ccc(C(=O)Nc2ccc3c(c2)OCCO3)cc1	14
O=c1ccc2cc(S(=O)(=O)Nc3ccc(Br)cc3)ccc2o1	11

High-throughput results from PubChem BioAssay.
